NPYLR7 agonist = agonists of mosquito NPYLR7 receptor, primary screen, cell-based, Aedes aegypti, calcium fluorescence, mosquito biting behavior. Aedes aegypti neuropeptide Y-like receptor 7 (NPYLR7). HEK293T NPYLR7/Galpha15, GCaMP6s calcium fluorescence. activation, % at 10 µM. 270,000 compounds, 0.15% hits; in the data active = activation above about 40%;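 note: 0% = vehicle and 100% = reference agonist at the receptor; some compounds past the cut are filed as inactive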
hcGAS inh = Primary biochemical luminescence assay for human cyclic GMP-AMP synthase inhibitors. recombinant h-cGAS, ATP depletion, Kinase-Glo luminescence. inhibition, % at 12.5 µM. 290,000 compounds, 0.081% hits. AID 1259398, 2018;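 note: 0% = vehicle reaction and 100% = reaction without DNA for no activity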
Target sequence (Q8N884 whole entry, looked up): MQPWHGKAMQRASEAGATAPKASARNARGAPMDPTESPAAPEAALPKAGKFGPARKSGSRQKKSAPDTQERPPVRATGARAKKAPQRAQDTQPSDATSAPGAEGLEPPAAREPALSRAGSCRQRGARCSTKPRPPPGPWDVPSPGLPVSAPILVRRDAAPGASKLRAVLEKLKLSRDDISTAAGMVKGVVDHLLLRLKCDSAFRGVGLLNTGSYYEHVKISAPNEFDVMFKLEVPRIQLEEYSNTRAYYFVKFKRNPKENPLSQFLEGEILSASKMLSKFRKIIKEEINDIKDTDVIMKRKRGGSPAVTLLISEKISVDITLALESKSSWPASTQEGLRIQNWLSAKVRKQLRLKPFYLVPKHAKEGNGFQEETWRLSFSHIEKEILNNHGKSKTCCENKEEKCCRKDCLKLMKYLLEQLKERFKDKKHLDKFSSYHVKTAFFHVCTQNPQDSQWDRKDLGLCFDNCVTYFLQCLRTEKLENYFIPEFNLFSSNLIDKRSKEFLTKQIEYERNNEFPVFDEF
mcGAS lum = cyclic GMP-AMP synthase inhibitors, mouse, primary biochemical chemiluminescence; Q8C6L5; recombinant cGAS, Kinase-Glo ATP depletion luminescence; inhibition, % at 12.5 µM; 160,000 compounds, 0.15% hits;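 note: 0% = negative control wells and 100% = reference inhibitor with no enzyme activity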
* marks the source's active call; other numbers are inactive results; x = no result given; & = joins results of further samples. Cut-off read from the data, not from the text of the source, unless noted: active = inhibition above about 40%; inactive = the rest.

Structure	NPYLR7 agonist	hcGAS inh	mcGAS lum
CCSc1cc(C)c(C#N)c2nc3ccccc3n12	14	-6	x
O=C(N1CCCCCC1)N1CCN(S(=O)(=O)N2CCOCC2)CC1	-6	-5	-9
COc1ccc(CCn2c(-c3cnn(C)c3C)n[nH]c2=O)cc1	0	-2	x
CCCc1[nH]n(-c2ccccc2)c(=O)c1C1=C(N2CCCCC2)C(=O)N(c2cc(C)ccc2OC)C1=O	24	-7	-5
N#CC1(NC(=O)CSc2nnc(Nc3ccccc3)s2)CCCCC1	6	-6	x
CCC(C)N(Cc1ccncc1)Cc1c2ccccc2nn1C (stereo not drawn)	0	9	x
CN(C)S(=O)(=O)c1ccc(SCC(=O)c2c(N)n(C3CC3)c(=O)[nH]c2=O)nc1	2	-1	x
CCOC(=O)C1=C(C)OC(=N)C(C#N)C1c1c(Cl)cccc1Cl (stereo not drawn)	6	-6	-4
Cc1ccc(C)c(S(=O)(=O)NN=Cc2ccc(C(C)(C)C)cc2)c1	1	-5	-6
CNC(=O)CCN(C)Cc1ccc(C(C)=O)cc1	7	-5	-18

Pulled by structure from the list above:
Structure	NPYLR7 agonist	hcGAS inh	mcGAS lum
COc1ccc(CCn2c(-c3cnn(C)c3C)n[nH]c2=O)cc1	0	-2	x
CCOC(=O)C1=C(C)OC(=N)C(C#N)C1c1c(Cl)cccc1Cl (stereo not drawn)	6	-6	-4
CCCc1[nH]n(-c2ccccc2)c(=O)c1C1=C(N2CCCCC2)C(=O)N(c2cc(C)ccc2OC)C1=O	24	-7	-5

(further entries)
Structure	NPYLR7 agonist	hcGAS inh	mcGAS lum
Cc1nn(CC(C)C)c2sc(C(=O)Nc3ccc4c(c3)C(=O)NC4)cc12	6	-6	x
CC(Sc1nnc2ccc(C(F)(F)F)cn12)C(=O)NC(C)C1CC2CCC1C2 (stereo not drawn)	-6	8	x
CN1CCC2(CCC1=O)CCN(c1nccc(N3CCC(O)CC3)n1)CC2	27	-4	-16
O=C(Nc1cccc(OCc2ccccn2)c1)C1CC1	4	-13	x
CN(CC(F)(F)F)C(=O)CN1CCCCC1CCO (stereo not drawn)	3	7	-1
FC(F)(F)c1cc(-c2cccs2)nc(NCc2cccs2)n1	3	0	x
CN(CCc1cnn(C)c1)C(=O)c1ccc2oc(Cc3ccc(Cl)cc3)nc2c1	18	-8	-14
COc1ccc(-n2c(SCc3ccc(C(=O)N4CCOCC4)cc3)nnc2-c2ccccc2[N+](=O)[O-])cc1	4	-6	-3
Cc1cc(CNc2ccc(C(=O)NCCC3COc4ccccc4O3)cn2)no1 (stereo not drawn)	11	-8	x
Cc1ccc(N(CC(=O)N2CCCC2)S(=O)(=O)c2ccc(F)cc2)cc1	6	-4	-7
O=C1N(CCc2ccccc2)CCCC1(O)CN1CCCO1 (stereo not drawn)	21	0	x
CC(=O)N1CCN(C(=O)c2cc(-c3ccccc3F)n3nc(C(C)(C)C)cc3n2)CC1	-3	-11	-9
CC(=O)c1sc(-c2ccc(Cl)cc2)cc1NC(=O)c1c(O)c2ccccc2[nH]c1=O	-8	-7	-6
CCOC1(OCC)C(c2cccs2)C(C#N)(C#N)C1(OCC)OCC (stereo not drawn)	5	1	x
Cc1cc(=O)oc2cc(CN3C[C@H](O)[C@@H](N4CCN(C)CC4)C3)ccc12	-2	-3	-14
COc1ccc(CN(C)C(=O)c2cc(C)nn2C)cc1OC	10	-3	x
COCCS(=O)(=O)Nc1nn(-c2ccccc2)cc1C	1	-6	-15
COc1cc(OC)cc(C(=O)O/N=C2\CCCc3cc(OC)c(C)cc32)c1	5	-4	x
CCc1c(C)nc(-n2nc(C)cc2NC(=O)c2ccc([N+](=O)[O-])cc2)[nH]c1=O	9	-11	-8
CC1(c2ccccc2)OC(=O)C(=Cc2ccc(O)cc2)C(=O)O1 (stereo not drawn)	4	10	x
CC(C)CC1CCN(c2ncnc3c2CCNC3)C1 (stereo not drawn)	4	-1	x
CC(O)(CNC(=O)c1ccc(COc2ccc(F)cc2)o1)C1CCCC1 (stereo not drawn)	-7	5	x
O=C(Cn1cc(COc2ccc(Cl)c(Cl)c2)nn1)NS(=O)(=O)c1ccccc1OC(F)(F)F	0	-3	x
CCc1cc(OCCCCn2cnc3ccccc3c2=O)ccc1Cl	-6	-6	x
CC(C)CC(NC(=O)C(=O)Nc1cccc(C#N)c1)c1ccccc1 (stereo not drawn)	0	-6	x
Cn1c(=O)n(C)c2cc(CN3CC(C(=O)O)CC3=O)ccc21 (stereo not drawn)	-2	0	x
CCc1ccc(NC(=O)CSc2n[nH]c(=O)c3cc(-c4ccc(OC)cc4)nn23)cc1	7	-9	-9
CSCCNC(=O)C1(C)CCN1C(=O)c1sccc1C (stereo not drawn)	5	-8	x
CC(=NNc1nc2ccccc2s1)c1ccccn1	41	-5	x
CC(Nc1ccc(CS(=O)(=O)C(C)(C)C)cc1)c1ccccc1F (stereo not drawn)	18	-8	-19
Oc1c(Cl)cc(Cl)cc1Br	2	1	x
COc1ccc(CCOC(=O)[C@@H]2CCCN2C(=O)c2c(C)cc(C)c3c2CC(C)(C)C3=O)cc1OC	-13	-3	-2
CCc1ccc(S(=O)(=O)c2cnc3ccc(C)cc3c2N2CCC3(CC2)OCCO3)cc1	-11	-5	-9
COc1cccc(OCC(=O)N2CCN(c3ncnc4c3nnn4Cc3ccccc3)CC2)c1	-8	-5	-7
NS(=O)(=O)c1ccc(NN=CC2CCCCC2)c([N+](=O)[O-])c1	-4	-1	x
COc1ccc(-n2ccnc2CN2CCC(n3nc(C)cc3C)C2)cc1 (stereo not drawn)	7	-1	-20
CCC(Cn1cnc(-c2ccccc2)c1-c1cccc(C)n1)N1CCN(C)CC1 (stereo not drawn)	-10	1	2
COC(=O)Cn1ncc(N2CC(C)OC(C)C2)c(Cl)c1=O (stereo not drawn)	-2	-3	-5
CCN(C(=O)c1ccccc1N1CCC(NC(=O)c2cccc(Cl)c2)CC1)C1CCCCC1	8	-1	-3
CNC(=O)CN1CCC(N2CCCC(C(=O)N3CCOCC3)C2)CC1 (stereo not drawn)	x	-8	-5

Entries of single compounds as entered above. Order of values: NPYLR7 agonist, hcGAS inh, mcGAS lum
NS(=O)(=O)c1ccc(NN=CC2CCCCC2)c([N+](=O)[O-])c1 across the screens: -4, -1, x
Oc1c(Cl)cc(Cl)cc1Br across the screens: 2, 1, x
COc1ccc(CCOC(=O)[C@@H]2CCCN2C(=O)c2c(C)cc(C)c3c2CC(C)(C)C3=O)cc1OC across the screens: -13, -3, -2
COc1cccc(OCC(=O)N2CCN(c3ncnc4c3nnn4Cc3ccccc3)CC2)c1 across the screens: -8, -5, -7
CCc1ccc(S(=O)(=O)c2cnc3ccc(C)cc3c2N2CCC3(CC2)OCCO3)cc1 across the screens: -11, -5, -9

The results go on:
Structure	NPYLR7 agonist	hcGAS inh	mcGAS lum
C=CCn1c(C)cn2c3c(=O)n(CC(N)=O)c(=O)n(C)c3nc12	4	-4	-7
CC(=O)c1cc(C(=O)N2CCc3c([nH]c4ccccc34)C2CC(C)C)[nH]n1 (stereo not drawn)	6	-5	x
COC(=O)NC(N1CCCC1=O)(C(F)(F)F)C(F)(F)F	-2	-3	x
CCCS(=O)(=O)Nc1ccc(NC(=O)N2CCN(C)C(=O)C2)cc1	8	-9	x
CS(=O)(=O)NC1CCCN(C(=O)Nc2cccc(COCc3ccco3)c2)C1 (stereo not drawn)	6	-10	x
O=S(=O)(CCSc1nnc(C2CC2)n1C1CC1)c1ccccc1	12	-7	-14
Cc1cc(Cl)ccc1N1CCN(Cc2ccc(F)cc2F)C(C)C1=O (stereo not drawn)	-5	-5	-4
Cc1cc(C)n(-c2ccc(C(C)NC(=O)c3ccc(=O)[nH]n3)cc2)n1 (stereo not drawn)	5	-6	x
CC(C)c1nn(CC(=O)N2CCCCCC2)c(=O)c2c1cnn2-c1ccccc1	5	-3	x
O=C(CSc1ccc(-c2ccncc2)nn1)NCCc1ccccc1	4	-6	-9
Cc1sc(NC(=O)NC(C)c2cccs2)c(C#N)c1C (stereo not drawn)	0	-4	x
CNC(=O)CC(C)N(C)C(=O)C1(Oc2ccc(Cl)cc2)CCNCC1 (stereo not drawn)	4	-6	-17
O=C(NCCc1csc2nc(-c3cccs3)nn12)c1cc(Br)ccc1Cl	4	-1	-4
Cc1ccc(Cc2nc(CSc3cccc(C(F)(F)F)c3)cs2)cc1	3	-4	-6
CCCc1nc(N2CCN(Cc3ccco3)CC2)c2cnn(-c3ccccc3)c2n1	x	-11	-9
CC1=NN(c2ccccc2)C(=O)/C1=C/c1ccc(-c2ccc(Cl)cc2Cl)o1	-6	5	-5
O=C(COc1ccccc1)N=Nc1c(O)[nH]c2ccccc12	5	-7	-6
Cc1ccc(N2CCN(C(=O)c3ccccc3Cl)C(C)C2=O)cc1C (stereo not drawn)	3	0	-3
O=C(CC1CCCC1)OCc1cc(-c2ccccc2)on1	1	-4	x
O=C(CCN1CCCCO1)NC1C=CS(=O)(=O)C1 (stereo not drawn)	x	-10	-7
CCCCC(=O)N(CC)c1c(N)n(CCCC)c(=O)[nH]c1=O	1	1	x
CCCSc1ncc(CN2CCC(O)(c3ccc(C)cn3)CC2)cn1	19	0	-8
CCCCN(C)C(=O)c1ccc(Nc2nc(C(N)COCc3ccccc3)cs2)nc1 (stereo not drawn)	0	-5	-5
COc1ccc(CCC(=O)N2CCN(c3cnccn3)CC2)cc1OC	-7	-15	x
Cc1ccc(N2CC(C(=O)Nc3nc4c(s3)CCC4)CC2=O)cc1F (stereo not drawn)	7	-7	x
Nc1ccc(N2CCCC2)cc1	1	-3	-9
CC(NC(=O)c1cc(NC(=O)C2CCCCC2)ccc1N1CCCC1)c1ccccc1 (stereo not drawn)	-6	2	-1
S=C(NCC1CCCO1)NNc1ncnc2sc3c(c12)CCCC3 (stereo not drawn)	-7	-5	x
CC1(C(=O)NCC(F)(F)F)CCN1C(=O)C/C=C/c1ccccc1 (stereo not drawn)	17	-6	-4
CC(=O)c1cc(CC(=O)N2CCC(CN)C2)cs1 (stereo not drawn)	13	-6	x
COc1ccc(NC(=O)C(C)n2c(=O)n(-c3cccc(C)c3C)c(=O)c3ccccc32)cc1 (stereo not drawn)	4	-4	-8
O=C(c1cc(COc2c(F)cccc2F)on1)N1CCCC(c2ccccc2)CC1 (stereo not drawn)	-21	6	1
COc1ccc(N2CCN(C(=O)C3CCCC3)C(C)C2=O)c(OC)c1 (stereo not drawn)	16	-4	-5
CCCc1nnc2sc(Cc3csc(C)n3)nn12	6	-8	x
Cc1cc(C)n(C(C)C(=O)NCc2cccnc2N(C)C2CCCCC2)n1 (stereo not drawn)	4	-7	x
CCOCCOC(=O)C1=C(C)NC(=O)NC1c1cccc([N+](=O)[O-])c1 (stereo not drawn)	1	-6	-4
COc1cccc(C(C2Sc3nc(C)nn3C2=O)N2CCN(Cc3ccccc3)CC2)c1 (stereo not drawn)	8	-7	x
CC(C)N1CCC(NC(=O)CCC(=O)c2ccc3c(c2)OCCCO3)CC1	1	1	x
COc1ccc(CN(CCc2c[nH]c3ccccc23)C(=O)CN(C2CC2)S(=O)(=O)c2ccc(Cl)cc2)cc1OC	26	-5	-4
CC(C)(C)c1cc(NC(=O)CN2CCCSc3ccccc32)on1	6	-7	x
COc1ccc(-n2c(Cn3cccn3)n[nH]c2=O)cc1	1	-8	x
CCn1c(C2CCCN(C/C=C/c3ccc(F)cc3)C2)n[nH]c1=O (stereo not drawn)	-3	-4	x
Cc1ccc(SCCN(C)C(=O)CCc2cc(=O)[nH]o2)cc1	-7	1	-6
CCNc1ncc(C(=O)N2CCOc3ccc(Cl)cc3C2)cn1	24	-2	-13
Cc1cccc(C)c1Cn1c(C)c(C(=O)NCc2ccccc2C(F)(F)F)sc1=O	1	-2	x
COc1ccc(CC(=O)N2CCOC(COCc3cccc(C(F)(F)F)c3)C2)c(OC)c1OC (stereo not drawn)	22	-6	x
COC(=O)c1sc(NC(=O)CSc2cc(C)c3ccc(OC)cc3n2)c(C(=O)OC)c1C	-1	-8	-1
O=C(CC1S/C(=N/N=C\c2cccs2)NC1=O)Nc1ccccc1C(F)(F)F (stereo not drawn)	-3	-10	x
N#Cc1cccnc1N1CCN(S(=O)(=O)c2ccc(F)c(F)c2)CC1	8	-6	x
COc1ccc(C2CCCN2S(=O)(=O)/C=C/c2ccccc2)cc1OC (stereo not drawn)	6	-3	x
Cc1oc(-c2cc(F)cc(F)c2)nc1CN1CCC(C(=O)N2CCCC2)CC1	1&0	2&-4	x

Source: PubChem
